Source: PubChem
JMJD2A Tudor: qHTS Assay for Inhibitors of JMJD2A-Tudor Domain | Lysine-specific demethylase 4A (Homo sapiens), O75164 | AlphaScreen JMJD2A-Tudor / H3K4me3 peptide binding | Potency, µM (series often up to 114 µM), for the others: at the top dose activity change, negative = inhibition, usual class: inhibitors | 390,000 compounds, 4.4% hits | AID 504339, 2011; also: potency is read from the fitted curve at half-maximal effect; % is scaled to controls: 0 for no effect and ±100 for the full control effect; nearly all actives have a fitted effect of over 50% in size
GLS inh: qHTS for Inhibitors of Glutaminase (GLS); Glutaminase kidney isoform, mitochondrial (Homo sapiens), O94925; GLS enzymatic activity, qHTS titration; Potency, µM (doses to about 45.5 µM), for the others: at the highest dose activity change, negative = inhibition, actives largely listed as inhibitors; 410,000 compounds, 0.21% hits; also: potency is read from the fitted curve at half-maximal effect; % is scaled to controls: 0 for no effect and ±100 for the full control effect
Target sequence (O94925 whole entry, looked up, canonical isoform): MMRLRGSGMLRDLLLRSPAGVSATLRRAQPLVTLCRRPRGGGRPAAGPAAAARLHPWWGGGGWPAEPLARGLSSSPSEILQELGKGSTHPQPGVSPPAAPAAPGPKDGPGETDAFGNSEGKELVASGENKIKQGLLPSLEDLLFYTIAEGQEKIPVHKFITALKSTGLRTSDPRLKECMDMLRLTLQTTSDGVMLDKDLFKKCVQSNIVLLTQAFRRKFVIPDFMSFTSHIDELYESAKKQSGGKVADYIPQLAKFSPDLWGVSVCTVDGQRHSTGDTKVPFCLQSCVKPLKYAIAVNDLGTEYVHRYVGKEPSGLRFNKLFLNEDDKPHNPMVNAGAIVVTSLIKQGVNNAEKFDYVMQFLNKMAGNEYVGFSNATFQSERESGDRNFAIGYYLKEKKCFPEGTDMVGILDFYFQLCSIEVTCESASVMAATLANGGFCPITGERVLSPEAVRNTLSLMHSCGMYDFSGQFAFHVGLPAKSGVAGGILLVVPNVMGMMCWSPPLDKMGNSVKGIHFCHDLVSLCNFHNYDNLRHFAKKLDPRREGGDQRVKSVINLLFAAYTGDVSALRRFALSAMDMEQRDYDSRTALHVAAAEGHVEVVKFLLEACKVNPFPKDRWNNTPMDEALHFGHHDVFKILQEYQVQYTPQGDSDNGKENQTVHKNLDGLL
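Read-out is an Amplex red fluorescence increase coupled through glutamate oxidase and HRP, measured before and after 30 min room-temperature incubation. hKGA is in 45 mM KH2PO4 (pH 8.2) with 0.02% Tween-20; glutamine added as 1mM solution.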
BAZ2B inh: qHTS Assay for Inhibitors of BAZ2B | 360,000 compounds, 4.4% hits | Potency, µM (highest dose often 114 µM), without a hit: at the highest dose activity change, negative = inhibition, usual class: inhibitors | Bromodomain adjacent to zinc finger domain protein 2B (Homo sapiens), Q9UIF8 | AlphaScreen BAZ2B-H3K14Ac peptide displacement; also: potency is read from the fitted curve at half-maximal effect; % is scaled to controls: 0 for no effect and ±100 for the full control effect; nearly all actives have a fitted effect of over 60% in size
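Compounds, titrated to a top concentration of 110 uM, were incubated 30 min at room temperature with preformed BAZ2B/acetyl-K14 H3 peptide complex (50 nM each). Proximity signal was measured by AlphaScreen after 20 min with beads.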
HP1b binding inh: HTS for Inhibitors of HP1-beta Chromodomain Interactions with Methylated Histone Tails; Potency, µM (highest dose often 114 µM), for inactives: at the highest dose activity change, negative = inhibition, hits mostly inhibitors; AlphaScreen HP1-beta / biotin-H3K9me3 peptide binding; 390,000 compounds, 0.56% hits; Chromobox protein homolog 1 (Homo sapiens), P83916; also: potency is read from the fitted curve at half-maximal effect; nearly all actives have a fitted effect of over 70% in size; inactives centre near 23
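AlphaScreen: HP1-beta (50 nM) preformed 30 min with biotin-H3(1-18)K9me3 peptide (50 nM) in PBS pH 7.4, 0.01% Tween-20. Compound added for 30 min at RT, then streptavidin donor/nickel chelate acceptor beads (10 ug/mL) for 30 min.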
ALOX12 inh: Primary qHTS assay for inhibitors of human arachidonate 12S-lipoxygenase (ALOX12): Round 2. Polyunsaturated fatty acid lipoxygenase ALOX12 (Homo sapiens), P18054. purified 12hLO, xylenol orange hydroperoxide absorbance. Potency, µM (highest dose often 108 µM), inactives show at the top dose activity change, negative = inhibition, most hits filed as inhibitors. 580,000 compounds, 1.1% hits. AID 1671190, 2021; also: potency is read from the fitted curve at half-maximal effect; % is scaled to controls: 0 for no effect and ±100 for the full control effect
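Hydroperoxide product was detected by ferrous iron/xylenol orange as the 573 to 405 nm absorbance ratio. Arachidonic acid at 40 uM (final) was turned over for 30 min at room temperature by 150 nM human 12hLO, pH 7.0 Hepes buffer, after 15 min compound preincubation.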
ERG Ets-DNA blk: qHTS for Small Molecule Inhibitors of the ERG Ets/DNA interaction. Transcriptional regulator ERG (Homo sapiens), P11308. fluorescence polarization, His-ERG Ets domain / labelled DNA. Potency, µM (top dose mostly 76.9 µM), for inactives: at the top dose FP activity, negative = inhibition, hits mostly inhibitors. 370,000 compounds, 0.028% hits. AID 624246, 2012; active = well fitted inhibition curve with a large enough effect in the polarisation, with a control signal flat; inconclusive = small, poorly fitted or top-dose-only effect, or effect the other way, or a change in a side signal; inactive = no such curve, though single readings can be large or run the other way; the % refers to the polarisation;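 also: polarization taken with two DNA probes labelled with fluorescein and Texas red; potency is read from the fitted curve at half-maximal effect; % of control where 0% means no effect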
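His-tagged ERG Ets domain (1 uM in the protein solution; 300mM KCl, 50mM Tris-HCl, 1mM EDTA, 1mM DTT, pH 7.5) received compound, then a probe mix of 5 nM fluorescein-DNA and 100nM Texas-615-DNA. Fluorescence polarization was read for both dyes.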
RGS4 inh: Inhibitors of Regulator of G Protein Signaling (RGS) 4: qHTS. Regulator of G-protein signaling 4 (Homo sapiens), P49798. Transcreener GDP fluorescence polarization, RGS4-accelerated GTP hydrolysis. Potency, µM (titrated, usually from 114 µM), for the others: at the highest dose activity change, negative = inhibition, hits mostly inhibitors. 390,000 compounds, 0.039% hits. AID 504845, 2011; also: potency is read from the fitted curve at half-maximal effect; % is scaled to controls: 0 for no effect and ±100 for the full control effect; nearly all actives have a fitted effect of over 75% in size; some results filed as inactive show a strong effect at the top dose
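MLSMR compounds (23 nl, pin-transferred) preincubated 10 min at room temperature with a 500nM (2x) first reagent, then RGS4 at 900nM (2x) plus Transcreener GDP mix added; fluorescence polarization (620/688 nm) read before and after 90 min at 30 °C.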
PI4K2A inh: qHTS for small molecular inhibitors of PI4K2A; Phosphatidylinositol 4-kinase type 2-alpha (Homo sapiens), Q9BTU6; purified PI4K2A, ADP-Glo luminescence, 1 h; hits give low values; activity change, negative = inhibition, % at 76.9 µM; 420,000 compounds, 0.13% hits; in the data active = activity change below about -50%; inconclusive = mostly about -30% to -49%;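 also: -100% = wells without enzyme as full effect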
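PI4K2A activity was measured by ADP-Glo luminescence: enzyme (4 ug/mL stock) and phosphatidylinositol (1.2 mM stock) in Tris pH 7.5/MgCl2/EGTA/Triton X-100 buffer were reacted with ATP (300 microM stock) for one hour at ambient temperature.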
G9a inh: qHTS Assay for Inhibitors of Histone Lysine Methyltransferase G9a; Potency, µM (doses to about 102 µM), without a hit: top-dose activity, negative = inhibition, actives largely listed as inhibitors; Histone-lysine N-methyltransferase EHMT2 (Homo sapiens), Q96KQ7; 350,000 compounds, 8.8% hits; G9a H3K9 monomethylation, AlphaScreen, 2 h; also: potency is read from the fitted curve at half-maximal effect; % is scaled to controls: 0 for no effect and ±100 for the full control effect; nearly all actives have a fitted effect of over 75% in size
Target sequence (Q96KQ7 913-1193 limits assumed): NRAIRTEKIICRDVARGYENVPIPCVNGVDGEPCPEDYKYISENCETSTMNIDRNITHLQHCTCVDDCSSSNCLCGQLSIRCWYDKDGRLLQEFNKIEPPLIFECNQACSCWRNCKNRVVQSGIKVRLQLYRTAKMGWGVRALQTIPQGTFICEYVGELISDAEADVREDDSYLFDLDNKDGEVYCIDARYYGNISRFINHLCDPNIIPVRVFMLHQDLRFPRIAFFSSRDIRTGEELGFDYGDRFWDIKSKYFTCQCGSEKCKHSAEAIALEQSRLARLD
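Signal arises when biotinylated H3K9 peptide, once monomethylated, bridges streptavidin donor and antibody-captured acceptor beads. Enzyme at 20 nM was preincubated 15 min with test compounds; peptide 500 nM and SAM 20 uM then reacted for 2 h.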
Numbers without * were called inactive; u = inconclusive; x = not tested or not shown; & = joins results of further samples; [ ] = remark or other dose. Unless noted, calls follow the shape of the dose curve; as a rule, active = well fitted curve in the direction sought with a large enough effect; inconclusive = small, poorly fitted or top-dose-only effect, or another doubt; inactive = no such curve, though single readings can be large; an effect the other way counts as inactive or inconclusive. This is a subset; rates above refer to the full screens.

SMILES	JMJD2A Tudor	GLS inh	BAZ2B inh	HP1b binding inh	ALOX12 inh	ERG Ets-DNA blk	RGS4 inh	PI4K2A inh	G9a inh
CCOC(=O)c1cc(CC)sc1NC(=O)c1cc([N+](=O)[O-])ccc1N1CCOCC1	-24%[57.1 µM]	-17%	-11%	-33%	0%	-2%	22%	-3	11µM*
COc1ccc(CC(=O)Nc2cccc(SC)c2)cc1OC	-14%	7%	-9%	7%	-6%	-1%	-8%	-13	u
COc1ccc(/C(C)=N/NC(=O)c2nnn(-c3nonc3N)c2-c2cccs2)cc1OC	-17%	4%	-4%	48%[activator]	0%	13%	3%	3	4%
NC(=O)CC(NC(=O)Cc1cccc2ccccc12)c1ccc(NC2CCCC2)c([N+](=O)[O-])c1 (stereo unspecified)	-19%	3%	x	44%[activator]	-16%	-10%	-24%	0	x
C=CCc1ccc(OCCn2cncn2)c(OC)c1	6%	-4%	10%	34%	15%	-10%	-11%	-10	-16%
CCOC(=O)c1c(-c2ccccc2)csc1NC(=O)c1cc(S(=O)(=O)N2CCOCC2)ccc1C	-11%	4%	2%	u	-20%	0%	-36%	-6	32µM*
Cn1c2c(c(=O)n(C)c1=O)C1c3ccccc3OCC1C(C)(C)O2 (stereo unspecified)	-10%	-5%	2%	5%	2%[57.4 µM]	9%	-18%	1	u
CCN(CC)C(=O)c1ccc2c(c1)N(Cc1c(F)cccc1Cl)C(=O)c1ccccc1S2	-22%	4%	x	23%	u	2%	-26%	4	-18%[59 µM]
CN1C(=O)C(O)(CC(=O)c2ccccc2O)c2cc(Br)ccc21 (stereo unspecified)	-10%	1%	u	44%[activator]	-1%	2%	4%	-2	24%&18%[59 µM]
O=C(Nc1ccc(S(=O)(=O)Nc2ccccn2)cc1)c1ccc(Cl)cc1Cl	-19%	-1%	-1%	0%	11%	2%	6%	3	-1%
Cc1ccc(NC(=O)Cn2nnc(C(=O)NCc3ccc4c(c3)OCO4)c2N)cc1Cl	-7%	-3%	5%[57.1 µM]	12%	-19%	1%	-8%	-4	-4%[59 µM]
Cc1ccc(Cl)cc1N1CCN(CCNC(=O)Nc2ccccc2Cl)CC1	-32%	-1%	-15%	15%	-25%	-1%	-3%	-5	-13%[59 µM]
COc1cccc(C2/C(=C(\O)c3ccc4c(c3)OCCO4)C(=O)C(=O)N2CCN(C)C)c1 (stereo unspecified)	1%[11.4 µM]	9%	-31%	54%[activator]	u	-1%	-9%[11.4 µM]	-6	u
Cc1ccc(S(=O)(=O)N(C)C)cc1NC(=O)CN1c2cccc3cccc(c23)S1(=O)=O	-20%	-6%	-1%	33%	-5%	-1%	-6%	-5	u
Cc1oc(-c2ccccc2F)nc1CSCC(=O)N1CCN(c2ccccc2)CC1	-30%	12%	u	-6%	2%	-6%	-3%	-2	u
COc1cccc(OCC(O)CNC(=O)c2oc3c(C)c(C)ccc3c2C)c1 (stereo unspecified)	-30%	3%	-28%	5%	u	-2%	13%	3	14%
CC(/C=C/c1ccccc1)=N\NC(=O)c1ccncc1	-15%	35%[activator]	1%	5%	18%	x	0%	2	6%[0.501 µM]
CC(=O)Nc1ccc(-c2cn3cc(C)ccc3n2)cc1	-13%	8%	-6%	19%	-1%	2%	7%	-1	3%[59 µM]
CN1CCN(c2oc(-c3ccccc3)nc2S(=O)(=O)c2ccccc2)CC1	-6%	0%	x	0%	1%	1%	6%	3	x
CCOc1ccc(CCNC(=O)COC(=O)/C=C/c2ccc(OCC#N)c(OC)c2)cc1OCC	1%	-4%	7%	27%	-2%	0%	8%	0	20%[59 µM]
Cc1ccc2nc(N3CCC(C(=O)NCc4ccc(F)cc4)CC3)[nH]c2c1	-14%	1%	0%	17%[57 µM]	-18%	2%	-7%	0	8%[59 µM]
COc1cccc(N2CCN(C3CC(=O)N(c4ccc(Cl)c(Cl)c4)C3=O)CC2)c1 (stereo unspecified)	-23%[57.1 µM]	21%	u	14%	11%	9%	11%	5	u
COc1cccc(Cn2c(=O)n(-c3ccc(Br)cc3F)c(=O)c3sc4ccccc4c32)c1	2%	0%	-2%	37%	0%	-3%	-49%	-4	-4%[59 µM]
O=C(CC12CC3CC(CC(C3)C1)C2)Nc1nncs1	-12%	3%	-19%	18%	u	-5%	20%	5	-2%
C=CCN1C(=O)[C@@H]2Cc3c([nH]c4ccccc34)C(c3cc(OC)c(OC)c(OC)c3)N2C1=S (stereo partly specified)	-24%	-1%	-28%	10%	-46%	-5%	14%	1	u
CCOc1ccc(-n2c(-c3ccccc3)c[nH]c2=S)cc1	u	-22%	-11%	25%	u	-15%	u	7	1.3µM*
O=C(O)CCn1c(-c2ccccn2)nc2ccccc21	22µM*	-8%	-7%	-16%	-15%	4%	-31%	-2	x
C=CC[C@H](CC(=O)N[C@H](CO)Cc1ccccc1)C(=O)N[C@H](COC(=O)[C@H](CC=C)CC(=O)OC(C)(C)C)Cc1c[nH]c2ccccc12	-13%	-8%	x	33%	-5%	6%	-14%	2	x
CC(C)C(NS(=O)(=O)c1ccc2c(c1)oc(=O)n2C)C(=O)N1CCN(c2ccccc2F)CC1 (stereo unspecified)	-17%	1%	-1%	58%[activator]	-14%	1%	-13%	-1	-4%
O=C1Nc2ccccc2C(=O)C1(Cl)Cc1ccccc1 (stereo unspecified)	50µM*	u	79µM*	u	u	12%	-109%	-20	u
Cc1nc2nc(C)c(CCC(=O)NC3CCCCC3)c(C)n2n1	-8%	2%	14%	32%	-7%	-4%	2%	0	2%
Cc1ccc2cccc(NC(=O)COc3ccccc3[N+](=O)[O-])c2n1	-14%	-9%	3%	36%	-14%	-5%	14%	2	u
Cn1ncc(Cl)c1C(=O)N1CCCc2ccccc21	1%	-3%	5%	23%	0%	-2%	0%	-8	-1%[59 µM]
CCCCc1c(C)nc2ccc(C(=O)OCC)cc2c1Cl	55%[activator]	3%	1%	45%[activator]	-21%	1%	-10%	-2	35%[activator][59 µM]
O=c1[nH]n2cc(-n3cc([N+](=O)[O-])cn3)cnc2c1Br	-11%	5%	x	44%[activator]	61%[activator]	-20%	4%[56.9 µM]	-3	u
O=C(CC(=O)c1cccc([N+](=O)[O-])c1)Nc1ccccc1Cl	-23%	13%	u	6%	-5%	1%	-36%	-3	-49%
CCc1nc(-c2ccc(OC)c(OC)c2)cc2cc(OC)c(OC)cc12	10%	-19%	-31%	29%	-18%	3%	6%	-5	11%[59 µM]
Cc1nonc1NC(=O)CSc1nc2cc(Cl)ccc2c2c1CCCC2	u	-12%	u	13%	-21%	-13%	10%	1	24%[59 µM]
Cc1cc(Cl)n2nc(C)c(-c3ccc(Cl)cc3)c2n1	-16%	-2%	-8%	18%	-4%	6%	2%	8	15%
O=C(Nc1ccc(C(=O)O)cc1)/C(=C\C=C\c1ccccc1)NC(=O)c1ccccc1Br	-10%	21%	u	5%	-2%	-7%	30%	1	x
CC(OC(=O)CCN=C1NS(=O)(=O)c2ccccc21)C(=O)NCc1ccccc1 (stereo unspecified)	-6%	-3%	-6%	25%	10%	0%	-1%	0	u
Cc1nc2ccc(NS(=O)(=O)c3ccc(Br)cc3)cc2s1	-11%	1%	-1%	14%	u	2%	6%	-9	5%[12.7 µM]
COc1ccc(C(=O)Nc2ccc(N3CCN(Cc4ccccc4)CC3)cc2)cc1	-3%	2%	2%	12%[57 µM]	14%	2%	3%	1	-7%[59 µM]
COc1cccc(CC2(CO)CCN(S(=O)(=O)c3ccc(OC)cc3OC)CC2)c1	-13%	-6%	5%	38%[activator]	-22%	-8%	-7%	1	x
Cc1ccc(C)c2sc(NC(=O)CN3C(=O)CCC3=O)nc12	0%[11.4 µM]	-4%	4%	27%	4%	-1%	12%[11.4 µM]	-5	x

Full records as entered above. Screens in order: JMJD2A Tudor, GLS inh, BAZ2B inh, HP1b binding inh, ALOX12 inh, ERG Ets-DNA blk, RGS4 inh, PI4K2A inh, G9a inh
COc1cccc(OCC(O)CNC(=O)c2oc3c(C)c(C)ccc3c2C)c1 (stereo unspecified) as listed: -30%, 3%, -28%, 5%, u, -2%, 13%, 3, 14%
O=C(O)CCn1c(-c2ccccn2)nc2ccccc21 as listed: 22µM*, -8%, -7%, -16%, -15%, 4%, -31%, -2, x
Cc1nc2nc(C)c(CCC(=O)NC3CCCCC3)c(C)n2n1 as listed: -8%, 2%, 14%, 32%, -7%, -4%, 2%, 0, 2%
